Compound activity deposited in PubChem by several laboratories.
M1 antagonist: M1 muscarinic receptor (rat) antagonism | CHO-M1 cells, Fluo-4 calcium, ACh EC80 antagonist mode; stronger effect = lower value | B-score at 10 µM | P08482 | 64,000 compounds, 3.4% hits;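 active means calcium fluorescence response, raw or row-and-column corrected B-score, differing from the plate sample mean either way at a set confidence level, mostly lower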
S1P1 ag-PAM: agonists and agonism potentiators of human S1P1 receptor; AID 449; P21453; 56,000 compounds, 0.57% hits; S1P1 CRE-bla cells, forskolin, beta-lactamase FRET, potentiator mode; S1P1 agonist co-added at EC20, 2 nM; 100% = saturating reference agonist, 0% = basal; activation, % at 9.5 µM;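 active means activation above a cutoff set at the mean activation of all tested compounds plus 3 SD, cut at about 54% in these data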;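 further: forskolin at 4 µM as EC80 and the EC20 agonist is SEW2871; 100% = SEW2871 at its EC100 plus forskolin at EC80; some compounds past the cut are filed as inactive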
M1 ag: agonists of M1 muscarinic receptor; CHO-M1 cells, Fluo-4 calcium fluorescence, agonist mode; stronger effect = higher value; 64,000 compounds, 3% hits; B-score at 10 µM; AID 626;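 active means fluorescence rise, raw or as B-score row- and column-corrected plate score, outside the 99.7% band of its plate's samples, either direction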
S1P3 agonist: S1P3 (human) receptor agonism | S1P3 NFAT-BLA reporter cells, FRET ratio; relative to 1 µM S1P, basal subtracted | Q99500 | activation, % at 4.5 µM | 60,000 compounds, 0.1% hits;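 active means activation above the screen-wide mean plus 3 SD, cut at about 4.5% in these data, passing the limit was not always enough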; further: some compounds called inactive have numbers as strong as hits
Target sequence (Q99500 whole entry, looked up): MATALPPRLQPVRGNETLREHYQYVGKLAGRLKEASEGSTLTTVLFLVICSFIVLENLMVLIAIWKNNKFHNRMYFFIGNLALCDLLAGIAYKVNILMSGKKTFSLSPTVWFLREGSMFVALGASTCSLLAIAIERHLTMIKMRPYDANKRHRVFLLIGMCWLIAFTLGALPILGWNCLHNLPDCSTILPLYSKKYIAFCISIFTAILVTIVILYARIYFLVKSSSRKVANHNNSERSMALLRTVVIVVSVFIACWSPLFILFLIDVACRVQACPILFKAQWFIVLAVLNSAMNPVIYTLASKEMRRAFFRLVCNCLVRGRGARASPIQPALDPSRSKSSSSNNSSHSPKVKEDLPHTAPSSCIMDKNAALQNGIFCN
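material = human S1P3 NFAT-BLA reporter CHO cells | schedule = 4 h compound at 37 °C, 2 h substrate at RT | measured by = fluorescent BLA substrate, ex 405 nm, em 460/535 nm ratio | controls = 1 µM S1P reference | replication = primary once, confirmation triplicate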
Jurkat viability: cytotoxicity toward Jurkat cells. Jurkat E6.1 viability, ATP luminescence, 48 h. inhibition, % at 4 µM. 56,000 compounds, 1.2% hits;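 active means inhibition above the mean inhibition of all tested compounds plus 3 SD, cut at about 28% in these data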
D1 allo mod: allosterically modulates the human D1 dopamine receptor; HEK293 D1, CRE-luciferase, dopamine EC30 potentiation; actives deviate in either direction; B-score at 10 µM; 58,000 compounds, 5.9% hits; AID 641;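 active means luminescence count or its row- and column-corrected plate score outside the 99.7% band of the plate's sample wells, on either side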
Target sequence (P21728 whole entry, looked up): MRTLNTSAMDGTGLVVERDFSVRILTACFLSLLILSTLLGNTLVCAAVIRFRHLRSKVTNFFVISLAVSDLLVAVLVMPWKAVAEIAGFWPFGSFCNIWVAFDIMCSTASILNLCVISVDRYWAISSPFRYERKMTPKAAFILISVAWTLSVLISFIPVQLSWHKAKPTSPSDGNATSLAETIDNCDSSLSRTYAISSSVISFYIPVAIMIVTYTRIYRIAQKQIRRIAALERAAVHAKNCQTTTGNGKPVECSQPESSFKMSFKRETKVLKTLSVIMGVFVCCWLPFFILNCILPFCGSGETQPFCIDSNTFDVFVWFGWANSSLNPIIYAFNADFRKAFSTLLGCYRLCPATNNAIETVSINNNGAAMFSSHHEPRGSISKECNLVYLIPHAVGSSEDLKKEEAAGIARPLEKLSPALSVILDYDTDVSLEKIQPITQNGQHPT
HEK293 NFkB inh: inhibitors of the PMA/ionomycin-induced NF-kB reporter in HEK293 cells | inhibition, % at 3 µM | AID 465 | HEK-293 NF-kB luciferase reporter, luminescence | 62,000 compounds, 0.21% hits;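 active means inhibition above the mean of all tested compounds plus 3 SD, cut at about 40% in these data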;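 further: 0% = stimulated DMSO wells and 100% = 10 µM reference inhibitor 5653914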
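System – HEK-293 cells with stable firefly luciferase reporter driven by four HIV NF-kB elements · Doses – one dose, 3 µM · Schedule – 1 h compound pre-incubation, 16 h PMA/ionomycin at 37 °C · Technique – luminescence from luciferase substrate reagent · Measure – percent inhibition normalized per plate to DMSO and reference-inhibitor controls · Replicates – tested once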
TNAP act mid DEA: activators of human TNAP at intermediate phosphate acceptor; 64,000 tested, under 10 active; activation factor at 20 µM; P05186; purified TNAP, CDP-star luminescence, 100 mM DEA, 30 min; stronger effect = higher value; scale: 0 levamisole-inhibited, 1 vehicle-only enzyme; AID 813;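 active means activation factor of at least 2 at 20 µM, relative to controls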
E coli RNAP: Escherichia coli RNA polymerase inhibition. P0A8V2. E. coli RNA polymerase, fluorescence transcription assay. inhibition, %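 (tested at 10 µM)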. 62,000 compounds, 0.2% hits; in the data active means inhibition above about 20%;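 further: 0% = enzyme without compound and 100% = no enzyme blank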
* marks the source's active call; other numbers are inactive results; . = no result given.

SMILES	M1 antagonist	S1P1 ag-PAM	M1 ag	S1P3 agonist	Jurkat viability	D1 allo mod	HEK293 NFkB inh	TNAP act mid DEA	E coli RNAP
Cc1cc(C)n(-c2nnc(C)n2NS(=O)(=O)c2ccc(F)cc2)n1	-0.61	9	-0.17	0.2	-6	0.21	-1	1	0
CCOc1cc(NC(=O)c2cnccn2)c(OCC)cc1NC(=O)c1ccc(OC)cc1	0.22	-6	-0.96	-0.6	-7	0.28	11	0.8	9
COc1ccc2c(C)cc(SCC(=O)N3CCOCC3)nc2c1	-0.11	6	-0.46	0.1	-2	0.68	10	1	10
c1ccc2c3c(cc(N4CCOCC4)c2c1)OC1(N2CCOCC2)CCCCC1O3 (configuration not stated)	0.23	-11	-0.43	0.8	2	3.3	12	0.9	10
O=C(O)c1ccc2cc[nH]c2c1	-0.2	9	0.093	-0.8	3	0.54	6	0.9	6
Cc1ccc(N(Cc2ccco2)C(=O)c2cccc(S(=O)(=O)N(C)C)c2)cc1	0.95	.	-0.16	-0.8	4	3*	8	0.9	2
COC(=O)CSc1nc2ccccc2c(=O)n1C	0.6	-4	1.3	-0.4	-8	1.6	11	0.9	8
O=C1CCc2cc(S(=O)(=O)N3CCN(c4cccc(C(F)(F)F)c4)CC3)ccc2N1	0.1	6	0.98	-1.2	9	-0.2	17	1	6
Cn1c(=N)c(S(=O)(=O)c2ccc(F)cc2)cc2c(=O)n3ccccc3nc21	0.59	-7	0.0065	1.6	-11	2.1	-8	0.9	6
CC(=O)N(Cc1ccccc1)c1ccc(C(=O)O)cc1	-2*	6	-0.26	-2.7	.	.	.	1	-6
Cc1oc2cc3c(C(=O)OCCN(C)C)c(C)oc3cc2c1C(=O)OCCN(C)C	0.5	-3	0.86	-0.9	6	-3.4*	78*	0.8	4
CCOC(=O)C1CCN(C(=O)Nc2ccc3nc(-c4ccco4)c(-c4ccco4)nc3c2)CC1	-12*	.	84*	.	.	-1.5	18	0.8	7
CC1CCCCC1n1c(=S)[nH]c2ccccc2c1=O (configuration not stated)	-0.54	.	0.034	.	.	1.9	8	0.9	1
CCOc1ccc(-c2nnc3n2N=C(c2ccc(OC)cc2)CS3)cc1	1	.	-0.43	.	.	.	8	1	8
CC(C)c1ccc(OCc2nc(-c3ccccn3)no2)c(Br)c1	-0.077	86*	-0.59	-1.9	9	-2	-40	0.9	9
Cc1ccc(NC(=O)CSc2nnc(Cc3cccn3C)n2-c2ccc(F)cc2)cc1	-0.39	26	-0.14	-0.5	0	-0.042	10	0.8	4
CCOC(=O)C1=C(C)Nc2nc(C)nn2C1c1ccc(OCC)c(OC)c1 (configuration not stated)	0.022	14	0.68	-1.3	1	0.2	7	1	5
CCNC(=O)c1c(O)c2cccc3c2n(c1=O)CC3	-0.28	.	0.31	.	.	2.2	4	0.9	5
Cc1cc(C)c2nc(N3CCN(C)CC3)c(C#N)cc2c1	-0.02	-25	0.69	0.4	2	-0.64	-15	0.9	1
Nc1nnc(CC(=O)NCc2ccccc2)s1	0.54	19	-0.67	-1.7	-1	-0.014	6	1	-1
O=C1CC(N2CCN(c3ccc(Cl)c(Cl)c3)CC2)C(=O)N1 (configuration not stated)	-1.6	.	-1	-1.3	6	0.14	14	0.7	3
Cn1c(NC(=O)C2CC2)cc(=O)n(C)c1=O	0.48	-14	-0.038	-1.5	5	-0.75	16	0.9	3
COCCn1nnnc1C(CC(C)C)N1CCN(c2cccc(OC)c2)CC1 (configuration not stated)	0.16	24	-0.54	0.2	0	0.047	-5	0.9	11
O=C(Nc1ccc(Br)cn1)c1ccc2nccnc2c1	-0.21	.	0.33	-0.6	5	-0.87	-32	0.9	2
CCOc1ccc2nc(NCCCNS(=O)(=O)c3ccccc3)c(C#N)cc2c1	-0.018	32	-1.4	0.5	9	0.5	0	1.1	-5
Cn1c(NCc2ccco2)nc2c1c(=O)n(Cc1ccc(Cl)cc1Cl)c(=O)n2C	-0.12	.	0.21	-0.7	6	0.34	6	0.9	3
O=C(OCc1cc2ccccc2[nH]c1=O)c1ccco1	-0.0076	-4	-0.44	-0.6	3	1.2	24	0.8	9
Cc1cc2ccccc2n1CCNC(=O)COc1ccccc1	0.16	11	-0.12	0.0	2	-0.36	13	0.9	10
O=C1CC(Cc2ccccc2)C(=O)N1CCCn1ccnc1 (configuration not stated)	-2.8*	.	0.55	.	.	0.4	.	0.8	6
Cc1cccc(NC(=O)CCN2CCN(C/C=C/c3ccccc3)CC2)c1	-0.93	-12	-1.2	-0.7	0	-1.1	10	1	8
Cc1nc(N2CCN(S(=O)(=O)c3ccc(F)cc3)CC2)c2c(C)c(C)sc2n1	-0.9	25	-0.049	0.0	8	-0.15	-2	1	5
Cc1nc2c(C(=O)N3CCCC3)c[nH]n2c(=O)c1Cc1ccc(F)cc1Cl	-0.029	-32	0.15	0.2	-10	-0.0073	6	0.9	4
CCN(c1ccc2c(c1)OCO2)S(=O)(=O)c1cc(Br)cc2c1N(C(=O)C1CC1)CC2	-0.6	.	-2	.	.	0.67	13	0.9	15
Cn1c(-c2ccc3ccccc3n2)nc2cnccc21	-0.24	-33	0.0093	-1.4	8	-0.91	-26	0.9	5
CCCCCC(=O)Nc1ccc(N2CCN(C(=O)CCC)CC2)cc1	-0.22	-9	-0.02	-1.1	-8	.	6	1	8
CN=C(NC#N)SCC(=O)c1ccc(Cl)cc1Cl	0.084	82*	-0.13	-0.3	-4	1.3	4	0.9	0
O=c1cc(Nc2ccc3c(c2)OCCO3)[nH]c(=O)n1Cc1ccc(F)cc1	-0.84	-7	-0.41	-1.4	-3	-1.5	18	1	9
CCC(Sc1nc2ccccc2c(=O)n1CC1CCCO1)C(=O)NCc1cccnc1 (configuration not stated)	-0.51	.	0.18	.	.	0.078	8	0.9	-1
O=C(CSc1nnc(NC(=O)c2ccco2)s1)NC1CCCCC1	0.39	19	0.00067	-0.5	-1	-0.2	-14	0.9	4
CC(=O)c1c(C)nc(C)nc1NC(=O)C(C)C	-0.077	-22	-0.9	0.3	-2	-0.0016	13	1	8
COc1ccc(OC)c(S(=O)(=O)N2CCC(C(=O)NCC3CCCO3)CC2)c1 (configuration not stated)	0.22	0	0.33	-0.8	-1	-1.4	5	0.9	5
Cc1c(-c2ccco2)[n+](=O)c2c(n1[O-])CCC2	-0.057	-9	0.25	0.3	-5	-0.63	2	0.9	-2
CCN(CCCNS(=O)(=O)c1ccc2c(c1)CCN2C(C)=O)c1cccc(C)c1	-2	26	-0.12	-0.2	2	-0.25	1	0.9	5
c1ccc(OCCCn2nnc(-c3ccncc3)n2)cc1	-0.31	29	0.5	-0.1	7	.	2	1	5
O=C(Cc1cccs1)Nc1nc(-c2ccccc2)cs1	0.76	14	0.062	-0.7	9	0.058	17	0.8	7
Cc1ccc(NC(=O)c2cc(N(C)C)ccc2[P+](=O)O)cc1	0.0084	.	-0.28	.	.	0.043	7	1	-4
COc1ccccc1-c1nn2c(-c3ccc(C(C)(C)C)cc3)nnc2s1	1.2	6	-1.1	-4.3	.	.	.	0.9	-2
O=C(Cn1nc(C(F)F)cc1C1CC1)NCCC1=CCCCC1	1	4	-0.5	-0.3	6	-0.56	2	0.9	-4
CCCOc1ccc(NC(=O)C2CC(=O)N3CCCN=C3S2)cc1 (configuration not stated)	-0.011	0	-0.074	1.3	-2	0.0088	10	0.9	5
O=S(=O)(N1CCOCC1)N1CCN(c2ccccc2F)CC1	0.087	-19	0.055	-0.7	3	0.058	14	0.9	7
O=C(O)CCNc1nc(-c2ccccc2)nc2ccccc12	0.17	-40	-0.067	0.8	-10	0.43	18	0.9	-9
CCCCCCC(=O)N1CCC(c2nc3c(nnn3Cc3ccccc3Cl)c(=O)[nH]2)CC1	0.38	-34	0.66	-0.4	4	-1.6	-10	0.8	14
COc1cc(Cn2cnnn2)ccc1O	0.17	-6	-0.28	-0.1	-4	-0.011	-1	0.9	7
CCOC(=O)CNC(=O)c1nn(-c2cccc(OC)c2)c(=O)c2ccccc12	0.066	-15	-0.063	-0.4	-1	0.44	5	0.9	-4
COc1ccc(Nc2nc(C)cc(C)c2C(N)=O)c(OC)c1	-0.75	10	-0.68	-0.2	-2	0.86	6	1	5
NC(=O)CSc1nnc(-c2cnccn2)n1-c1ccccc1	0.43	-19	-0.092	0.3	-10	4.1	7	0.8	17
CCOC(=O)N1CCN(c2nc(-c3cccc(OC)c3)cc(C(F)(F)F)n2)CC1	-0.11	.	-0.23	.	.	.	6	1	7
O=C(Nc1cccc(F)c1)c1c(F)c(F)c(F)c(F)c1F	-1	25	3.7*	-0.5	6	-0.94	-1	0.9	0
Cc1ccc(Cn2c(C)nc3c(c2=O)c2nc4ccccc4nc2n3Cc2ccco2)cc1	-0.093	-1	-1.3	-0.7	4	1.1	18	0.8	1
FC(F)(F)c1cc(-c2ccccc2)nc(N2CCCCCC2)n1	0.48	3	-0.063	0.2	-4	-0.34	-1	0.9	4
Additional records follow.
SMILES	M1 antagonist	S1P1 ag-PAM	M1 ag	S1P3 agonist	Jurkat viability	D1 allo mod	HEK293 NFkB inh	TNAP act mid DEA	E coli RNAP
Cc1cc(OCC(=O)Nc2ccncc2)ccc1Br	-1.8	-9	5.4	-1.4	5	-3.3*	0	0.9	6
CCOC(=O)C1CCCN(C(=O)c2sc3nc(-c4ccc(F)cc4)cn3c2C)C1 (configuration not stated)	-1.7	4	2.3	-0.5	2	-0.36	12	0.9	10
CCOc1ccccc1OCC(=O)O	-0.22	-7	-0.39	0.3	-6	-1.3	6	0.9	0
CC1CCN(c2nc(-c3ccccc3)cc(C(F)(F)F)n2)CC1	-0.12	.	1.3	.	.	0.62	11	0.9	2
COc1ccc(-c2c(N)nnc3c2[nH]c2ccccc23)cc1OC	0.27	-29	0.49	-0.1	-1	0.029	-5	0.9	5
CCOC(=O)N1CCC(NC(=O)C2CCN(S(=O)(=O)c3cccs3)CC2)CC1	-0.57	.	0.14	.	.	0.33	16	1	10
Cn1c(=O)cc(OCC(=O)N2CCCc3ccccc32)c2ccccc21	0.19	-13	2.4	-0.9	1	-0.73	-6	0.9	5
O=C(Nc1ccncc1)c1cccc(F)c1	-0.23	-10	-0.17	0.6	-7	-0.42	14	0.8	11
COc1cccc(NC(=O)Cn2cnc3sc(C)c(S(=O)(=O)N4CCN(C)CC4)c3c2=O)c1	0.14	.	-0.31	.	.	-0.22	12	1	-2
CCN(CC)C(=O)c1sc(NC(=O)c2ccoc2C)c(C(=O)OC)c1C	0.26	-15	-0.077	-0.3	-2	1.1	0	0.9	3
CC(C)NC(=O)c1cc(=O)n(C)c(=O)n1C	.	-3	.	-0.5	-2	0.083	8	1	-1
CN1CCN(Cc2c(C#N)c3ccccc3n2C)CC1	.	-12	.	0.3	5	0.012	1	0.9	1
